Screening results deposited in PubChem by National Center for Advancing Translational Sciences (NCATS).
Cycloheximide cs: Cycloheximide Counterscreen for Small Molecule Inhibitors of Shiga Toxin; max response, %; actives 12% (n = 300,000); cell reporter, cycloheximide protein synthesis inhibition counterscreen; in the data active = max response mostly above about 13%, no sharp cut-off; inactive = mostly below about 14%; note: read at 38.3 µM for the half of the compounds with a filed dose; 0% is about no effect
AmpC inh no detg: qHTS Inhibitors of AmpC Beta-Lactamase (assay without detergent); AmpC nitrocefin hydrolysis, absorbance 480 nm, 0.0001% Triton; Potency, µM (titrated, usually from 57.1 µM), without a hit: top-dose activity change, negative = inhibition, hits mostly inhibitors; P00811; actives 0.52% (n = 330,000);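 note: potency is the fitted concentration of half-maximal effect; plate controls were no compound for no effect and no enzyme for full effect; nearly all actives have a fitted effect of over 20% in size; some results filed as inactive show a strong effect at the top dose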
Target sequence (P00811 whole entry, looked up): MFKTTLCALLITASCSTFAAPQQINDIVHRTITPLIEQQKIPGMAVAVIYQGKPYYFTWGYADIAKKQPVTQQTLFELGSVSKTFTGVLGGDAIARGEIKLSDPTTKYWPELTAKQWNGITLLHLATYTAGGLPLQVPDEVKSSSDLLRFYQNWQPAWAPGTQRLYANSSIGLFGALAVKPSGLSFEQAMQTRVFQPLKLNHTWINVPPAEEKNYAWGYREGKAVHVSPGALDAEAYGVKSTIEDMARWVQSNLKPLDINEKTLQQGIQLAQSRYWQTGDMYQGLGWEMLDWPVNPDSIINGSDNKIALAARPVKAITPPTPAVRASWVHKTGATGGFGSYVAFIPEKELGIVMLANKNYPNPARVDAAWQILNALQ
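AmpC (5.3 nM in the dispensed reagent) in 20 mM phosphate pH 7.0 with 0.01% (detergent screen) or 0.0001% Triton X-100 was preincubated with compounds for 15 min at room temperature. Nitrocefin was then added from an 800 uM solution, and hydrolysis was followed at 480 nm.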
HCMV inh: qHTS Assay for inhibitors of the human cytomegalovirus (HCMV). HFF cells, HCMV-luciferase reporter, 72 h; active compounds read low. activity change, negative = inhibition, % at 57.5 µM. actives 4.5% (n = 410,000). AID 1259415, 2018; in the data active = activity change below about -60%; inconclusive = no clear call, values can overlap the other calls; inactive = above about -39%; note: % is set by controls: 0 for no effect and ±100 for the full control effect
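Compounds were evaluated in HFFs infected with an HCMV luciferase reporter virus (MOI 1 PFU/cell). Luciferase in lysates collected 72 h post infection served as the replication measure.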
Shiga toxin inh: A qHTS for Small Molecule Inhibitors of Shiga Toxin | Vero cells, Shiga toxin protein synthesis inhibition reporter | inhibition, % at 38.7 µM | actives 9.2% (n = 290,000) | AID 2315, 2010; in the data active = inhibition mostly above about 28%, no sharp cut-off; inactive = mostly below about 43%; note: 0% is about no effect
AmpC detergent: qHTS Inhibitors of AmpC Beta-Lactamase (assay with detergent); P00811; AmpC hydrolysis of nitrocefin, absorbance 480 nm, 0.01% Triton; Potency, µM (highest dose often 114 µM), without a hit: top-dose activity change, negative = inhibition, usual class: inhibitors; actives 0.041% (n = 370,000); AID 485294, 2010;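 note: potency is the fitted concentration of half-maximal effect; 0% = no-compound wells and -100% = no-enzyme wells; nearly all actives have a fitted effect of over 25% in size; some results filed as inactive show a strong effect at the top dose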
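20 mM phosphate pH 7.0 + 0.01% (detergent screen) or 0.0001% Triton X-100; 5.3 nM AmpC reagent; cpd preinc 15 min RT; nitrocefin (800 uM stock) to start; A480 q20 s × 4 min; Activity was normalised to no-enzyme and no-compound control wells.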
AMA1-RON2 inh: qHTS for Inhibitors of AMA1-RON; Towards Development of Antimalarial Drug Lead: Primary Screen. AlphaScreen AMA1-biotinylated RON2 peptide binding. Potency, µM (titrated, usually from 58.2 µM), for the others: at the highest dose activity change, negative = inhibition, hits mostly inhibitors. actives 0.2% (n = 360,000). AID 720542, 2013;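 note: potency is the fitted concentration of half-maximal effect; 0% = vehicle wells and -100% = peptide control; nearly all actives have a fitted effect of over 45% in size; some results filed as inactive show a strong effect at the top dose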
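AMA1 (3D7) with his tag at 25 nM final met compounds first, then biotinylated RON2 peptide at 25 nM; detection used donor plus acceptor beads, 10 µg/mL apiece, read by AlphaScreen after 30 min at room temperature.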
Giardia FBPA inh: qHTS Assay for Inhibitors of Fructose-1,6-bisphosphate Aldolase from Giardia Lamblia. Potency, µM (series often up to 59.6 µM), for inactives: at the top dose activity, negative = inhibition, actives largely listed as inhibitors. purified Giardia FBPA. actives 0.71% (n = 290,000). A8B2U2; note: potency is the fitted concentration of half-maximal effect; % is set by controls: 0 for no effect and ±100 for the full control effect; nearly all actives have a fitted effect of over 55% in size
Target sequence (A8B2U2 whole entry, looked up): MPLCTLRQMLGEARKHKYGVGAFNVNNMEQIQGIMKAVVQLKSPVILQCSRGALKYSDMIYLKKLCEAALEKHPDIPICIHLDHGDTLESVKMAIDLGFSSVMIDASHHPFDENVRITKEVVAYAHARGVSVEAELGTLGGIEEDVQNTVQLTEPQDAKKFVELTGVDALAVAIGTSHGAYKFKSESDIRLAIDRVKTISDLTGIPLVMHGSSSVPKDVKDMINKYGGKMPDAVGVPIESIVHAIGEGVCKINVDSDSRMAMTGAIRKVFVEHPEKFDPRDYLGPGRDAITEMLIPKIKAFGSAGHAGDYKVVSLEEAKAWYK
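40 nM FBPA preincubated 10 min at RT with compound (up to 57.5 uM final), then substrate plus GAPDH/TPI/NAD/arsenate coupling and diaphorase/resazurin added. Fluorescence read after 20 min at RT, 525/598 nm.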
The depositor's hits bear a star; ? = inconclusive; / = not tested or not shown; & = joins results of further samples; [ ] = another dose, or the depositor's remark. Unless noted, calls come from the whole dose curve; as a rule, active = well fitted curve in the direction sought with a large enough effect; inconclusive = small, poorly fitted or top-dose-only effect, or another doubt; inactive = no such curve, though single readings can be large; an effect the other way counts as inactive or inconclusive.

SMILES	Cycloheximide cs	AmpC inh no detg	HCMV inh	Shiga toxin inh	AmpC detergent	AMA1-RON2 inh	Giardia FBPA inh
CC(C)(C)C1=CC=C(C(C)(C)C)C(=O)C1=O	-2.1	-10.1%	/	-0.2	8.2%	/	7.92µM*
Cc1cc(C(=O)NCCc2ccc(Cl)cc2)c2ccccc2n1	-1.4	35.1%	2.5	-17.0	-11.4%	-4.2%	10.8%
Cc1ccc(C(=O)CC(=O)c2ccc(C(C)(C)C)cc2)cc1	7.9	-15.5%	-3.7	5.9	5.5%	146.2%[activator]	0.5%
CN1CCN(NC(=O)c2cc(-c3ccc(Cl)s3)nc3ccccc23)CC1	-3.3	22.2%	-9.0	14.8	-4.9%	0.4%	-0.9%
Cc1ccc(S(=O)(=O)N2CCN(C(=O)CSc3cc(C)ccc3C)CC2)c(C)c1	12.6	-5.4%	46.4	-13.0	6.4%	0.8%	/
Cc1sc2ncnc(NCCc3ccc(S(N)(=O)=O)cc3)c2c1C	-2.0	-5.3%	-76.4*	-17.4	?	-5.3%	8.1%
N#Cc1c(NC(=O)CSc2ccccn2)oc(-c2ccccc2)c1-c1ccccc1	-1.4	-40.6%	-19.0	-14.8	1.8%	13.7%	9.2%
COc1cccc(-c2cc3c(=O)n(-c4ccccc4)c(=S)[nH]c3s2)c1	-2.6	-17.3%	-16.5	21.5	-1.7%	92.2%[activator]	9.7%
CSc1c(C#N)c(N)nc2sc(C(=O)c3ccccc3)c(N)c12	3.0	-20.3%	36.1	-18.9	-1.0%	2.5%	-15.2%
CCCOc1ccc(N2C(=O)CC(N3CCN(c4ccccc4F)CC3)C2=O)cc1 (stereo not given)	-4.0	43.0%	-22.2	-17.9	?	-3.3%	-0.4%
C=CCCO[C@@H]1O[C@@H](C)[C@H](O)C[C@H]1O	/	-8.9%	-4.5	/	-3.8%	-2.3%	/
Cc1ccc(S(=O)(=O)C2(C(=O)Nc3cccnc3)CC2)cc1	-1.3	?	12.9	13.8	?	-3.1%	-0.7%
CN(C(=O)/C=C/c1cnc2ccccc2c1)C1CCCCC1	25.8*	14.0%	98.2	69.5*	?	12.6%	-9.8%
Cc1ccc(S(=O)(=O)NCCC(=O)NNC(=O)c2ccccc2Cl)cc1C	/	-15.4%	-32.0	/	?	42.6%[activator]	/
CC(C)N(C(=O)CSc1nnc(CNc2ccc(F)cc2)o1)C(C)C	2.9	8.1%	-0.4	5.8	2.3%	4.0%	3.4%
COc1ccccc1CC(=O)O/N=C(\N)c1ccccn1	41.8*	-6.9%	35.5	91.6*	3.4%	57.4%[activator]	0.5%
Cn1c(=O)c2c(nc(Br)n2CC(=O)C23CC4CC(CC(C4)C2)C3)n(C)c1=O	-1.3	7.1%	-31.7	-2.5	?	32.1%[activator]	24.8%
COc1c(Cl)cc(Cl)cc1CNCCNCCO	-3.3	-16.4%	-25.9	-30.9	-7.4%	8.2%	-1.7%
COc1cccc(N2C(=O)CC(N3CCN(S(=O)(=O)c4ccccc4)CC3)C2=O)c1 (stereo not given)	-3.7	42.3%	18.0	-6.0	?	8.4%	-1.0%
Cc1cccc(C(=O)NC(=S)Nc2ccc(S(=O)(=O)N3CCN(C)CC3)cc2)c1	10.3	87.8%[activator]	-15.2	-5.3	-5.2%	-2.0%	?

Compound profiles, from the list above. Screens in order: Cycloheximide cs, AmpC inh no detg, HCMV inh, Shiga toxin inh, AmpC detergent, AMA1-RON2 inh, Giardia FBPA inh
Profile of CSc1c(C#N)c(N)nc2sc(C(=O)c3ccccc3)c(N)c12 = 3.0, -20.3%, 36.1, -18.9, -1.0%, 2.5%, -15.2%
Profile of COc1cccc(-c2cc3c(=O)n(-c4ccccc4)c(=S)[nH]c3s2)c1 = -2.6, -17.3%, -16.5, 21.5, -1.7%, 92.2%[activator], 9.7%
Profile of Cc1sc2ncnc(NCCc3ccc(S(N)(=O)=O)cc3)c2c1C = -2.0, -5.3%, -76.4*, -17.4, ?, -5.3%, 8.1%
Profile of Cc1cccc(C(=O)NC(=S)Nc2ccc(S(=O)(=O)N3CCN(C)CC3)cc2)c1 = 10.3, 87.8%[activator], -15.2, -5.3, -5.2%, -2.0%, ?
Profile of Cc1ccc(S(=O)(=O)NCCC(=O)NNC(=O)c2ccccc2Cl)cc1C = /, -15.4%, -32.0, /, ?, 42.6%[activator], /

(continued)
SMILES	Cycloheximide cs	AmpC inh no detg	HCMV inh	Shiga toxin inh	AmpC detergent	AMA1-RON2 inh	Giardia FBPA inh
O=c1oc2ccccc2cc1-c1csc(Nc2nc3ccc(F)cc3s2)n1	2.1	-27.3%	/	14.9	1.2%	/	-8.5%
O=S(=O)(NCCCN1CCN(c2ccccc2F)CC1)c1cccc2cccnc12	-5.5	36.8%	/	-6.9	-6.1%	0.1%	0.7%
Cc1ccc(C)c(N(CC(=O)NC2CCCC2)C(=O)c2cc3cc4cc(C)ccc4nc3s2)c1	-0.2	-15.1%	-16.4	3.6	-7.8%	0.9%	5.7%
O=C(Nc1ccc(-c2csc(Nc3ccccc3)n2)cc1)c1cc([N+](=O)[O-])cc(C(F)(F)F)c1	0.9	-48.8%	-74.1*	-4.5	2.4%	-9.2%	-7.1%
CCN(CC)CCN1C(=O)C2C(C(=O)Nc3cccc(C)c3)C3C=CC2(O3)C1C(=O)NC1CCCC(C)C1C (stereo not given)	-4.1	34.3%	9.7	-7.0	-5.3%	-2.2%	-12.1%
COc1ccc2nc(Nc3nc(CSc4ccc(C)cc4)cc(=O)[nH]3)nc(C)c2c1	-3.2	-25.2%	-67.3*	12.7	-0.1%	0.0%	0.3%
S=c1[nH]nc(C23CC4CC(CC(C4)C2)C3)n1Cc1ccco1	-1.6	-26.5%	8.4	-1.7	-5.5%	93.5%[activator]	2.5%
Cc1ccc(C2=NCC(=O)N(CC(=O)N3CCCCC3)c3sc(C)c(C)c32)cc1	-2.5	122.5%[activator]	-38.4	-5.4	-8.6%	-0.1%	-0.1%
CCC(C(=O)NC(C)CCc1ccco1)n1nc(C)n2c(cc3occc32)c1=O (stereo not given)	-1.8	-23.0%	-9.5	12.4	?	-5.7%	1.1%
Cc1cc(=O)oc2cc(OC(=O)C3CCN(C(=O)c4ccc(F)cc4)CC3)ccc12	/	63.2%[activator]	-16.7	/	?	13.1%	/
CC1(C(=O)NCC2CCCO2)Oc2cccnc2NC1=O (stereo not given)	-3.0	-16.7%	-17.0	-10.9	6.8%	-4.8%	-9.0%
CC1(C)Cc2c(sc(NC(=O)C(=O)NCC3CCCO3)c2C(N)=O)CO1 (stereo not given)	-1.6	-11.9%	-14.9	-3.8	4.8%	127.8%[activator]	/
COC(=O)c1c(NC(=O)CCCC(=O)O)sc2c1CCC2	-2.8	-15.9%	19.3	-6.5	?	-0.8%	18.3%
CCCNC(=O)Cn1c(-c2ccc(F)cc2)cc(C(=O)OCC)c1C	-1.1	-3.8%	1.9	16.5	0.6%	-19.6%	3.7%
CCC(=O)Nc1cc(-c2cc3ccccc3oc2=O)ccc1OC	7.1	0.8%	-2.9	23.5	-14.3%	1.3%	-2.4%
O=C(COC(=O)Cc1ccccc1F)Nc1cccc(F)c1	-1.3	-9.8%	81.2	-4.0	0.9%	-7.2%	-3.8%
Cc1nonc1OCCN1CCN(c2ccccc2[N+](=O)[O-])CC1	2.9	-2.9%	-19.9	2.5	-9.7%	-26.0%	-1.2%
CC(C)(C)c1cc(CSC(=S)NC2CCS(=O)(=O)C2)c(Br)c(C(C)(C)C)c1 (stereo not given)	-2.5	-22.7%	37.0	2.5	?	35.8%[activator]	-6.1%
Oc1c(C=C2N=c3ccccc3=N2)sc(=S)n1-c1ccc2ccccc2c1	16.7	-24.9%	-10.0	-8.1	-13.9%	-8.4%	3.2%
O=C(NCCC1=CCCCC1)Nc1ccc2nsnc2c1	-4.1	-27.1%	68.4	-3.5	-0.9%	12.6%	2.4%
Oc1c(CNc2ccccc2)cc(COCc2ccccc2)c2cccnc12	/	-32.3%&-16.8%	-99.5*	/	?	/	/
COc1ccc(Nc2ncnc3sc(C)cc23)c(OC)c1	23.3*	-15.5%	8.0	48.1*	1.0%	1.5%	?
CCOc1ccc(/C=N/NC(=O)c2cc3ccccc3cc2OC)cc1	-2.5	-35.6%	?	2.7	?	-1.9%	-0.6%
O=C(CSc1nnc2scc(-c3ccccc3)n12)c1ccc2c(c1)OCCO2	-3.7	-51.4%	22.9	-18.1	?	-1.1%	5.1%
Cc1cc(NC(=O)CSc2nnc(COc3cccc(C)c3C)n2Cc2ccco2)no1	-1.4	-5.1%	/	-10.8	0.2%	-3.3%	3.1%
CCOc1ccc(CC(=N)C2=C(O)CC(C)(C)CC2=O)cc1OCC	-4.2	-19.2%	-6.3	-3.2	-10.4%	19.3%	2.3%
O=C(Nc1ccccc1)C1COc2ccccc2O1 (stereo not given)	21.7*	1.6%	21.4	56.7*	4.0%	-10.0%	-3.0%
Cn1c(=O)n(C)c2cc(N3CCCC3)c(NC(=O)c3cccc(F)c3)cc21	-2.9	38.2%	-17.7	-2.0	-7.8%	-4.3%	-22.5%
COc1ccc(OC)c(N(C)S(=O)(=O)c2ccc3c(c2)N(C(C)=O)CCO3)c1	-2.4	11.5%	-18.4	-4.1	-9.8%	-3.5%	-3.7%
CCCS(=O)(=O)N1CCCC(C(=O)NCCN2CCOCC2)C1 (stereo not given)	-4.2	-11.0%	22.7	-4.4	-0.1%	7.3%	0.2%
COC(=O)C1Cc2c([nH]c3ccccc23)CN1C(C)=O (stereo not given)	-3.1	-11.8%	27.6	-2.6	-2.3%	7.3%	-5.7%
CCn1cc(C(=O)NCCCN2CCCC(C)C2)c(=O)c2cc(S(=O)(=O)N(C)C3CCCCC3)ccc21 (stereo not given)	-5.2	60.6%[activator]	?	-9.0	-9.7%&1.1%	2.1%	17.7%
Cc1ccc(OCC(=O)Nc2ccc3c(c2)nc2n3CCOC2)cc1	2.6	-2.4%	14.8	-4.6	1.3%	0.3%	-3.2%
O=C(O)CCC(=O)/C=C/c1ccccc1	-1.4	1.3%	-37.0	7.3	-0.5%	-2.9%	10.6%
Cc1ccc(NC(=O)CSc2nc(C)c(Cc3ccccc3)c(=O)[nH]2)cc1C	0.2	-35.5%	?	-22.6	1.5%&-8.1%	2.2%	11.3%
CCOC(=O)C1CCCN(C(=O)/C=C/c2ccc(Cl)cc2)C1 (stereo not given)	-1.2	0.1%[2.29 µM]	-26.0	1.2	-10.5%	-10.0%	-0.1%
